Her2 expr inh: lowers expression of human Her2 kinase. SKBR-3 HER2 protein level, AlphaScreen, 18-24 h; active compounds read low. HER2 level % of control, % at 10 µM. actives 0.69% (n = 65,000);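 active = HER2 level under 5% of the carrier-only control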;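 note: 100% = DMSO carrier and 0% = 500 nM PU-H71 HSP90 inhibitor; lower value means stronger loss of Her2 protein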
HTR1E antagonist: blocks the human 5-HT1E serotonin receptor; AID 571; CHO 5-HT1E Ga15 NFAT-bla reporter, FRET, antagonist; P28566; inhibition, % at 6 µM; actives 0.99% (n = 65,000);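 active = inhibition above a set limit, the mean inhibition across every tested compound plus 3 SD, cut at about 29% in these data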;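 note: signal is the 460 over 535 nm emission ratio of beta-lactamase substrate; 0% = agonist plus DMSO wells and 100% = wells without agonist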
Target sequence (P28566 whole entry, looked up): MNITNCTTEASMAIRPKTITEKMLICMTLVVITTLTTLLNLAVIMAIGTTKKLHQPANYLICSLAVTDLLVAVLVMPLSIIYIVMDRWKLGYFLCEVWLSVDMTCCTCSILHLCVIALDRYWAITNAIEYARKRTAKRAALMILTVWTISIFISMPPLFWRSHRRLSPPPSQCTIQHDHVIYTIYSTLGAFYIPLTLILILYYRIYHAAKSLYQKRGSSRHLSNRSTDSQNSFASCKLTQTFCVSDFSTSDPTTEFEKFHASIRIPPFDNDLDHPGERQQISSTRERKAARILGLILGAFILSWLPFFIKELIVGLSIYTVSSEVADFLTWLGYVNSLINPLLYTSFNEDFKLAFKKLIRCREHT
M1 ag: activates the M1 muscarinic receptor | CHO-M1 cells, Fluo-4 calcium fluorescence, agonist mode; active compounds read high | B-score at 10 µM | actives 3% (n = 64,000) | AID 626;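 active = fluorescence rise, raw or as B-score row- and column-corrected plate score, outside the 99.7% band of its plate's samples, either direction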
HEK293 NFkB inh: inhibitors of the PMA/ionomycin-induced NF-kB reporter in HEK293 cells | HEK-293 NF-kB luciferase reporter, luminescence | inhibition, % at 3 µM | actives 0.21% (n = 62,000);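 active = inhibition above the mean of all tested compounds plus 3 SD, cut at about 40% in these data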;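 note: 0% = stimulated DMSO wells and 100% = 10 µM reference inhibitor 5653914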
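Reagent: PMA plus ionomycin mix as NF-kB-activating stimulus. Assay system: NF-kB luciferase reporter HEK-293 cells. Technique: luminescence from luciferase substrate reagent. Incubation: 1 h compound pre-incubation, 16 h PMA/ionomycin at 37 °C. Benchmarks: DMSO only as uninhibited control, 10 µM reference inhibitor as full inhibition. Repeats: tested once.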
S1P3 agonist: agonists of human S1P3 receptor | activation, % at 4.5 µM | actives 0.1% (n = 60,000) | S1P3 NFAT-BLA reporter cells, agonism, FRET ratio; relative to 1 µM S1P, basal subtracted | Q99500;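 active = activation above the screen-wide mean plus 3 SD, cut at about 4.5% in these data, passing the limit was not always enough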; note: some compounds called inactive have numbers as strong as hits
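Material: Human S1P3 NFAT-BLA reporter CHO cells | Incubation: Overnight plating, 4 h compound 37 °C, 2 h substrate RT | Signal: FRET β-lactamase substrate fluorescence, excitation 405 nm, 460/535 nm emission ratio, background-subtracted | Compound: 4.5 µM final, single dose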
Jurkat tox 60K: cytotoxicity toward Jurkat cells. Jurkat E6.1 viability, ATP luminescence, 48 h. inhibition, % at 4 µM. actives 1.2% (n = 56,000). AID 463;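 active = inhibition above the mean inhibition of all tested compounds plus 3 SD, cut at about 28% in these data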
M1 antag: antagonists of rat M1 muscarinic receptor; P08482; CHO-M1 cells, Fluo-4 calcium, ACh EC80 antagonist mode; active compounds read low; AID 628; B-score at 10 µM; actives 3.4% (n = 64,000);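 active = calcium fluorescence response, raw or row-and-column corrected B-score, differing from the plate sample mean either way at a set confidence level, mostly lower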
5HT1E ag: 5-HT1E (human) receptor agonism; activation, % at 6 µM; CHO 5-HT1E Ga15 NFAT-bla reporter, FRET; 0% DMSO wells, 100% control agonist wells; AID 574; actives 0.69% (n = 65,000); P28566;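 active = activation above a set limit, the screen-wide mean activation plus 3 SD, cut at about 8.5% in these data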;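 note: 100% = positive control agonist at 1 µM giving full maximal response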
S1P1 ag-PAM: S1P1 (human) agonism or agonism potentiation. P21453. S1P1 CRE-bla cells, forskolin, beta-lactamase FRET, potentiator mode; S1P1 agonist co-added at EC20, 2 nM; 100% = saturating reference agonist, 0% = basal. activation, % at 9.5 µM. actives 0.57% (n = 56,000). AID 449;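 active = activation above a cutoff set at the mean activation of all tested compounds plus 3 SD, cut at about 54% in these data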;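 note: forskolin at 4 µM as EC80 and the EC20 agonist is SEW2871; 100% = SEW2871 at its EC100 plus forskolin at EC80; some compounds past the cut are filed as inactive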
Target sequence (P21453 whole entry, looked up): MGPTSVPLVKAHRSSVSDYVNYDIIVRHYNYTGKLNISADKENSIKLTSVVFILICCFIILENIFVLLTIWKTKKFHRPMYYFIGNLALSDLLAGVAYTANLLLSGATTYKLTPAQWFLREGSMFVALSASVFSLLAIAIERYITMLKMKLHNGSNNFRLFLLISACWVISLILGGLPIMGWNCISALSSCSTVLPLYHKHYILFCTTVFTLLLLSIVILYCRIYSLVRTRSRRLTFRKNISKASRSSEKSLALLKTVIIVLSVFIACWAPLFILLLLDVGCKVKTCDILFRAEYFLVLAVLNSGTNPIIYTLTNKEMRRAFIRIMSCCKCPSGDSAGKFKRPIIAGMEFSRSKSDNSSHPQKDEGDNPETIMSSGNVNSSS
Active calls of the source: *; / = no result given.

SMILES	Her2 expr inh	HTR1E antagonist	M1 ag	HEK293 NFkB inh	S1P3 agonist	Jurkat tox 60K	M1 antag	5HT1E ag	S1P1 ag-PAM
COc1ccc2[nH]cc(C(=O)CN3CCCCC3)c2c1	102	1	-0.094	24	-0.9	-6	0.38	-0.8	14
CCCCCCc1nc2c(=O)[nH]c3ccccc3c2o1	96	-2	0.087	2	-0.9	-8	-0.41	0.2	-20
CCc1ccccc1NC(=O)CSc1nnc([C@@H](NC(=O)OC(C)(C)C)C(C)C)o1	81	4	0.004	24	-0.7	8	0.083	-0.3	4
COc1cc(Br)cc2cc(C(=O)N3CCN(C(=O)c4ccco4)CC3)c(=O)oc12	79	5	-0.066	12	-0.3	3	0	-0.5	/
COc1ccccc1NC(=O)CN1CCC(n2c(C)nc3cc(F)ccc32)CC1	63	13	-2.6*	17	1.3	5	-0.09	1.6	-38
CCOc1cc(NC(=O)C2CC2)c(OCC)cc1NC(=O)c1cccnc1	75	-8	-1.1	10	-0.6	1	0.32	-0.1	-19
c1ccc2c(NC3CCCC3)nnc(NC3CCCC3)c2c1	50	3	0.004	12	-0.3	2	-0.083	-0.4	-9
Cc1ccccc1CN1C2=NCCN2c2ccccc21	101	-1	-0.9	15	0.2	2	-0.81	0.3	-14
CCC(=O)Nc1nc(C)c(C(=O)N2CCCCC2)s1	82	5	0.52	0	-0.4	-6	-1.7	0.2	-7
O=C(CCc1nc2ccccc2[nH]1)N1CCc2ccccc2C1	131	20	0.098	0	-2.1	8	0.54	0.9	-6
CCCn1c(SCC(=O)Nc2ccccc2C(=O)OC)nc2c1c(=O)n(C)c(=O)n2C	75	-6	-0.056	10	-0.5	-9	-0.79	0.1	-24
O=C1CSC(=O)N1CCOCCN1C(=O)CSC1=O	104	0	2.2	6	-0.2	-4	0.023	0.3	-3
NC(=O)c1cc(-c2ccccc2)nc(N2CCOCC2)n1	93	5	0.27	14	-0.9	0	-0.0026	0.0	9
Cn1c(=O)cc(OCCCC(=O)Nc2cccnc2)c2ccccc21	104	-2	0.13	-6	-1.0	1	-0.45	-1.3	-8
CCc1ccccc1NC(=O)C(C#N)Cc1cccnc1 (centres undefined)	93	-4	0.32	21	-1.4	-3	0.37	0.4	-20
Cc1cc(C(=O)Nc2ccc3c(c2)OCCO3)co1	105	-10	-0.002	-34	-0.2	-8	0.45	0.9	/
Cn1nccc1C(=O)c1ccc(Cl)cc1	98	0	0.15	4	0.3	-1	0.94	-0.9	-1
CN(c1ccc(C(=O)NCc2ccco2)cc1)S(C)(=O)=O	97	2	-0.11	20	/	/	0.18	0.1	/
Nc1ncnc2c1cnn2-c1ccccc1	133	-2	0.52	15	-1.1	4	0.25	-0.6	-22
COc1ccc(OC)c(NC(=O)CSc2nc3cccnc3n2C)c1	84	13	/	19	0.2	1	/	-0.2	-23
COc1ccc2cc(C(=O)NCc3ccco3)c(=Nc3ccc(C(=O)O)cc3)oc2c1	77	11	2.7*	48*	-0.6	4	-0.02	-0.6	-11
CC1CN(Cc2nc3c(c(=O)[nH]c(=O)n3C)n2CCCc2ccccc2)CC(C)O1 (centres undefined)	117	14	0.97	13	-1.5	6	-0.08	0.5	-15
Cc1cccn2c(=O)c(C=Nc3c(C)n(C)n(-c4ccccc4)c3=O)c(N3CCCC3)nc12	120	2	0.6	9	-0.3	13	-1.9	0.2	5
CC(=O)c1ccc(OCC(O)COc2ccc(C(C)=O)cc2)cc1	88	1	0.45	17	0.2	3	-0.2	0.4	/
CC(Sc1nnc(-c2ccc(Cl)cc2)n1C)C(N)=O (centres undefined)	79	9	-0.42	6	-0.7	-2	0.13	0.2	8
COC(=O)c1cccc(CSc2nnc(-c3ccco3)n2-c2ccccc2)c1	109	-8	-0.041	6	-0.9	12	-0.46	0.7	-12
Cn1c(=O)c2c(ncn2CC(=O)NC(C)(C)C)n(C)c1=O	92	-4	1.4	13	-0.4	-6	-0.09	-0.6	2
CCSc1nc2n(n1)C(c1cccc(F)c1)C1=C(CCCC1=O)N2 (centres undefined)	117	3	0.23	12	-1.0	1	0.48	-0.9	-6
CCOCC(=O)Nc1cccc(OC)c1	104	2	0.3	-1	-1.0	-7	-0.11	-0.5	5
C=CCNc1ncnc2c1cnn2-c1ccc(OC)cc1	101	-1	0.023	-35	-1.1	0	1.2	0.7	-21
CCOc1ccccc1CNC(=O)CCN1C(=O)COc2ccccc21	110	-6	0.24	12	-0.8	6	0.11	-0.7	8
O=C1CC(N2CCC(O)(c3ccc(Cl)cc3)CC2)C(=O)N1Cc1ccc(N2CCCC2=O)cc1 (centres undefined)	97	-15	0.11	13	-0.4	1	-0.39	0.3	-1
CCOC(=O)Cn1c(C(C)=O)nc2ccccc21	93	-5	1.7	-9	0.1	2	0.059	1.0	-5
CCCc1c(C)c2cc(C)ccc2[nH]c1=O	127	-2	-0.0089	13	-1.0	2	0.4	-0.6	-31
Cc1c(C(=O)NCc2ccccn2)sc2nc(-c3ccc(F)cc3)cn12	101	11	2.3	24	-1.3	-1	-1.7	0.8	4
CCCCOc1ccc(C(=O)Nc2ccncc2)cc1	100	6	11*	9	-1.4	91*	-3.7*	0.6	24

A different layout for five compounds above:
canonical_smiles | Her2 expr inh | HTR1E antagonist | M1 ag | HEK293 NFkB inh | S1P3 agonist | Jurkat tox 60K | M1 antag | 5HT1E ag | S1P1 ag-PAM
CCOC(=O)Cn1c(C(C)=O)nc2ccccc21 | 93 | -5 | 1.7 | -9 | 0.1 | 2 | 0.059 | 1.0 | -5
CC(Sc1nnc(-c2ccc(Cl)cc2)n1C)C(N)=O (centres undefined) | 79 | 9 | -0.42 | 6 | -0.7 | -2 | 0.13 | 0.2 | 8
O=C1CC(N2CCC(O)(c3ccc(Cl)cc3)CC2)C(=O)N1Cc1ccc(N2CCCC2=O)cc1 (centres undefined) | 97 | -15 | 0.11 | 13 | -0.4 | 1 | -0.39 | 0.3 | -1
CCSc1nc2n(n1)C(c1cccc(F)c1)C1=C(CCCC1=O)N2 (centres undefined) | 117 | 3 | 0.23 | 12 | -1.0 | 1 | 0.48 | -0.9 | -6
CCOCC(=O)Nc1cccc(OC)c1 | 104 | 2 | 0.3 | -1 | -1.0 | -7 | -0.11 | -0.5 | 5

(further entries)
SMILES	Her2 expr inh	HTR1E antagonist	M1 ag	HEK293 NFkB inh	S1P3 agonist	Jurkat tox 60K	M1 antag	5HT1E ag	S1P1 ag-PAM
COc1cc(OC)cc(C(=O)Nc2ccc(-c3nc4ccccc4o3)cc2)c1	69	-34	0.61	10	-1.4	-18	1.1	3.3	-18
O=C(NCCCN1CCCC1=O)c1ccc2c(c1)NC(=O)C(N1CCOCC1)S2 (centres undefined)	81	5	-0.018	9	-0.4	2	1.1	-0.3	-12
CC(Oc1ccc(C(=O)NC2CCCCC2)cc1)C(=O)O (centres undefined)	88	1	0	9	0.8	-8	0.7	-0.5	14
O=C(CCCc1nc2ccccc2s1)Nc1nccs1	84	-3	-0.63	16	0.6	-6	0.59	0.2	10
CN(C)CCCOC(=O)C1c2ccccc2Oc2ccccc21	86	-11	-1.1	/	-2.0	/	-12*	-0.1	0
O=C(CCCCCn1c(=O)[nH]c2ccsc2c1=O)N1CCN(C2CCCCC2)CC1	115	-3	1.5	13	0.0	5	0.012	-0.5	-4
C=C(C)COc1ccc(-c2ncncc2Oc2ccc(OC)cc2)c(O)c1	110	0	-1.2	21	-1.8	4	-0.076	-0.7	20
CCN1CCN(C(c2cccs2)C(C)NC(=O)c2ccco2)CC1 (centres undefined)	122	-6	-0.031	4	-0.4	-8	-2.2	1.9	2
O=C(Nc1nccs1)C1CCCN1S(=O)(=O)c1ccc(F)cc1 (centres undefined)	133	1	1.7	21	-1.2	5	0.053	-0.3	2
Cc1ccc2nc(NC(=O)CSc3nc4c(c(=O)n3C)SC(C)C4)sc2c1 (centres undefined)	103	13	-0.49	-3	-1.2	12	0.012	-0.7	63
Cc1c(C(=O)NCC2CCCO2)sc2nc(-c3ccc(F)cc3)cn12 (centres undefined)	82	7	1.4	15	-1.7	12	-1.2	0.9	0
COc1ccc(OC)c(-n2c(SCC(=O)Nc3cc(C)on3)nnc2-c2c[nH]c3ccccc23)c1	85	-8	0.12	13	-1.3	5	0.62	1.2	9
COC(=O)c1ccc(Cl)c(NC(=O)CN2CCOCC2)c1	60	0	0.27	15	-1.2	0	-0.45	0.0	-14
CCN(CC)c1ccc2oc(=O)c(C)nc2c1	93	17	19*	6	-1.4	9	1.1	0.5	/
COc1ccc(OC)c(NC(=O)CS(=O)(=O)c2ccccc2)c1	275	2	-0.55	3	-0.8	2	0.26	-0.7	10
COC(=O)C(C)Sc1nnc(Cc2cc(=O)[nH]c(=O)[nH]2)n1-c1cc(C)ccc1C (centres undefined)	105	-4	0.079	5	0.2	3	-0.4	-0.3	-8
CCOC(=O)C1CCCN(c2nc3ccccc3nc2C(C#N)C(=O)OC(C)C)C1 (centres undefined)	78	13	2.2	/	-3.6	/	-0.12	-0.4	14
COc1ccc(NC(=O)Nc2ccc(N(C)C)cc2)cc1	95	0	0.1	-14	-1.1	-1	-0.62	0.7	0
Cc1cccc(N2CCN(c3cccc(C)c3)C2c2cccnc2)c1	130	-1	-1.6	7	-0.5	94*	-0.43	-0.1	-12
N#Cc1c(/N=C/N2CCOCC2)sc2c1CCCCC2	110	23	/	-46	-1.4	-6	/	-1.0	-5
O=C(OCC(=O)c1cccs1)c1ccc(NC(=O)c2ccco2)cc1	/	-1	-0.075	10	/	/	0.089	-0.5	/
COc1ccc(S(=O)(=O)N2CCN(CC(=O)Nc3cc(OC)cc(OC)c3)CC2)cc1	66	-4	-0.82	21	-0.8	-4	0.07	0.6	-16
CCOC(=O)N1CCN(S(=O)(=O)c2ccc3c(c2)CCN3C(=O)C2CC2)CC1	166	6	-0.63	4	-1.8	5	-0.077	0.2	-32
CCOC(=O)c1cc(C#N)c(N)nc1C	102	7	-0.26	19	-0.3	-3	1.3	0.8	-31
O=C(Nc1ccc2c(c1)OCO2)c1ccc(Br)s1	72	-2	0.015	-39	-1.7	-4	0.25	-0.6	3
COc1cc(C2C(C#N)=C(N)Oc3cc(C)n(CCN4CCOCC4)c(=O)c32)cc(OC)c1OC (centres undefined)	109	-5	-0.3	/	-2.7	/	0.95	-1.1	0
O=C(CNC(=O)c1ccco1)OCc1cccc(Cl)c1	100	0	-0.38	14	-0.1	1	-0.0014	-1.1	-14
CCOC(=O)C1=C(C)N(C)C(=O)NC1c1ccccc1OC (centres undefined)	91	2	-0.12	2	0.1	-2	-0.14	0.4	-13
CCC(C)(C)n1nnnc1C(c1ccccc1OC)N1CCSCC1 (centres undefined)	88	7	0.42	10	-0.9	3	-0.26	-0.1	21
CCCCc1[nH]nc2c1C1(C(=O)N(CC)c3ccccc31)C(C#N)=C(N)O2 (centres undefined)	124	-3	0.26	2	0.4	-5	-0.047	0.6	-7

This is a random part of the collection; 9.2% or so of the library scored in one or more.
